SUMO HTRF inh: SUMOylation inhibition. P63279. HTRF SUMOylation assay, SAE1/SAE2 + UBC9, in vitro. inhibition, % at 35 µM. 290,000 tested, 0.36% active; in the data active = inhibition above about 50%, passing the limit was not always enough; also: strong numbers were not always called active
HCV NS3 hel inh: blocks Hepatitis C virus NS3 helicase unwinding | NS3 helicase DNA unwinding, Cy5 molecular beacon fluorescence | inhibition, % at 10.9 µM | 290,000 tested, 0.56% active;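 active = inhibition above the mean of all tested compounds plus 3 SD, set per campaign, cut at about 35% in these data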;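 also: 0% = DMSO wells and 100% = thioflavine S control wells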
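Compound dosing – single dose, 10.9 µM nominal final, DMSO 0.8% final · System – NS3 helicase fragment of HCV · Buffer or medium – MOPS pH 6.5, MgCl2, DTT, Tween20, BSA · Signal – Cy5 beacon fluorescence read at start and 1 h · Also added – annealed dual-labelled DNA beacon duplex, ATP-started · Schedule – 1 h at 25 °C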
pCIP destab: compounds decreasing mouse p/CIP protein stability; Q05BA5; F442A p/CIP-EGFP cells, EGFP fluorescence, 16 h; decrease of EGFP signal, % at 10 µM; 290,000 tested, 0.01% active; AID 1984;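 active = EGFP signal decrease of at least 30% at 10 µM or well 3 SD below plate mean, unless failing retest; inactive = the rest, including hits failing retest or dose response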; also: some compounds called inactive have numbers as strong as hits; many of its hits are not listed in these tables
Target sequence (Q05BA5 1-1403): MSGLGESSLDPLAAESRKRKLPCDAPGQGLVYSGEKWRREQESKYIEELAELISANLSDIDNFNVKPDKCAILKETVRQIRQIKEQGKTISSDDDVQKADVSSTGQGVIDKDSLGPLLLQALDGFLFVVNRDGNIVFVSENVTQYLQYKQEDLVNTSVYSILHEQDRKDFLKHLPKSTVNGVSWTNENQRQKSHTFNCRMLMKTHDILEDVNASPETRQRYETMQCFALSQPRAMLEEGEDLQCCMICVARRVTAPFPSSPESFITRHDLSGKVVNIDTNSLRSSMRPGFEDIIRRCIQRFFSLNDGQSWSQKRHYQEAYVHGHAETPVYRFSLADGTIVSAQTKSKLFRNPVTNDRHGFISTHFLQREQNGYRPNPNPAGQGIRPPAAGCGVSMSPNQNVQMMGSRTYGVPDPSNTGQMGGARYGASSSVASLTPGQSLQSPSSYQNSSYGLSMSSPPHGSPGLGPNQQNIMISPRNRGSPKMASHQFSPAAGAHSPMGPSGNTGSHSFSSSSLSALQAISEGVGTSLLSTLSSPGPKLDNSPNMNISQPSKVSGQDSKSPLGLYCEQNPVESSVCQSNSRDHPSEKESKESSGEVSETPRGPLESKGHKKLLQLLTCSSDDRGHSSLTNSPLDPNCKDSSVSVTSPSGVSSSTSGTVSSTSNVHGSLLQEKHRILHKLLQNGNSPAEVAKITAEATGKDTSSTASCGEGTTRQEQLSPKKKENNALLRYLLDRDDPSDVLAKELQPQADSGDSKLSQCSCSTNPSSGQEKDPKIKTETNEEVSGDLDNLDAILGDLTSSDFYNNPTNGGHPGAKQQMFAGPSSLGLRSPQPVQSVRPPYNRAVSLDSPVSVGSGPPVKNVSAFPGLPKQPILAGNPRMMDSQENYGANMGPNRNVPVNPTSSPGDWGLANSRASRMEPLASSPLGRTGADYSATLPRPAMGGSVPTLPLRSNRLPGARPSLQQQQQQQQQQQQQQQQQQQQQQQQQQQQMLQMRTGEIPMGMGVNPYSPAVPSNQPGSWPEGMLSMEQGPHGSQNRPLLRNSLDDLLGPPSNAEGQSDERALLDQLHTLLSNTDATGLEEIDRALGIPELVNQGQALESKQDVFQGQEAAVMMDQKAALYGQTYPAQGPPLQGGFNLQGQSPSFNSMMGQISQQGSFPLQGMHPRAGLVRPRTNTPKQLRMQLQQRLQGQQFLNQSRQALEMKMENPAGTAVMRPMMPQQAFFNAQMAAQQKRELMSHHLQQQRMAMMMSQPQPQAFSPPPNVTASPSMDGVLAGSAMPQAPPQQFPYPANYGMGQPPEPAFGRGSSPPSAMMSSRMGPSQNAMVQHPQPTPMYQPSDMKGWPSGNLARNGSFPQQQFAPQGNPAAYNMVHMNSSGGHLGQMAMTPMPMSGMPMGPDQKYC
IDE inh: inhibits human insulin-degrading enzyme in HEK cells; P14735; AID 434962; 320,000 tested, 0.41% active; FAbetaB cleavage, fluorescence polarization; inhibition, % at 5.59 µM;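 active = percent inhibition above the average of all tested compounds plus 3 SD, set per screening campaign, cut at about 16% in these data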;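 also: IDE supplied by intact live HEK cells; FP after avidin binding of uncleaved biotin substrate so inhibition keeps polarization high; 0% = DMSO wells and 100% = 60 µM reference IDE inhibitor Ii1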
VIM-2 inhibitor: blocks Pseudomonas aeruginosa VIM-2 metallo-beta-lactamase | purified VIM-2, nitrocefin hydrolysis, epi-absorbance fluorescence | inhibition, % at 5.6 µM | 290,000 tested, 0.89% active | AID 1527;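 active = inhibition above the mean of all tested compounds plus 3 SD, cutoff set per screening run, cut at about 7.5% in these data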;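 also: red hydrolysis product quenches plate fluorescence so inhibitors raise well fluorescence; 0% = enzyme with DMSO and 100% = DMSO without enzyme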
PfM18AAP inh: blocks P. falciparum M18 aspartyl aminopeptidase; 290,000 tested, 1.2% active; inhibition, % at 7.35 µM; recombinant PfM18AAP, H-Glu-NHMec fluorogenic cleavage;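 active = inhibition above the campaign mean inhibition over all tested compounds plus 3 SD, cut at about 28% in these data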;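 also: 0% = plate median of test compound wells and 100% = 2 mM ZnCl2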
IMP-1 inh: blocks Pseudomonas aeruginosa IMP-1 metallo-beta-lactamase; purified IMP-1, nitrocefin hydrolysis, epi-absorbance fluorescence; inhibition, % at 5.6 µM; 290,000 tested, 0.45% active; AID 1556;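 active = inhibition above the mean plus 3 SD of all compounds in the same screening run, cut at about 4.5% in these data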;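 also: 0% = IMP-1 with DMSO and 100% = DMSO wells lacking enzyme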
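System: purified IMP-1 / Input: IMP-1 dispensed at 0.2 nM / Medium: 50 mM HEPES pH 7.1, 50 µM ZnSO4, 0.05% Brij 35 / Timing: 15 min enzyme–compound preincubation, then 25 min nitrocefin reaction, 25 °C / Technique: plate fluorescence quenching by hydrolysis product, ex 480/em 530 nm / Repeats: singlicate testing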
IDE act: IDE (human) activation, cell-based | AID 493087 | 340,000 tested, 0.073% active | HEK cells, FAbeta-B cleavage, fluorescence polarization; 0% vehicle, 100% cell-free pure enzyme wells | activation, % at 5.96 µM | P14735;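 active = activation above the mean of all tested compounds plus 3 SD, set per screening campaign, cut at about 17% in these data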
FID counter: counter-screen for HCV NS3 helicase inhibitors: DNA intercalator displacement | DNA fluorescent intercalator displacement, fluorescence | inhibition, % at 7.9 µM | 290,000 tested, 0.17% active | AID 1845; in the data active = inhibition above about 37%;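 also: 0% = vehicle and 100% = reference compound; higher means more ethidium bromide displaced from hairpin DNA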
* = called active by the depositor; x = not tested or not shown. Compounds as they come, and some 3.6% of all compounds hit somewhere here.

SMILES	SUMO HTRF inh	HCV NS3 hel inh	pCIP destab	IDE inh	VIM-2 inhibitor	PfM18AAP inh	IMP-1 inh	IDE act	FID counter
Cc1ccc(NC(=O)CS(=O)CC(=O)N(c2ccc(C)cc2)C(C)C(=O)NC2CCCCC2)cc1 (stereo unspecified)	6	2	-65	-1	-0.3	17	-2.9	1	-46
CN1C(=O)CC(C(=O)O)SC1=Nc1cc(Cl)c(O)c(Cl)c1 (stereo unspecified)	-7	4	1	4	-2.7	-4	-2.7	1	2
Cc1ccc(Cl)cc1N1CCN(C(=O)C2CCN(S(=O)(=O)c3cccnc3)CC2)CC1	8	0	0	1	-3.5	-3	-4.1	-7	-35
CC(=O)c1cccc(NC(=S)NCCc2ccc(Cl)cc2)c1	-1	-14	10	5	-1.7	-1	-1.3	4	-6
Cc1cc(C)[n+](C)n1CC(O)Cn1c2ccccc2c2ccccc21 (stereo unspecified)	18	-5	6	3	-1.3	2	-3.1	4	13
Cc1cc(C)nc(/N=C(/NC(=O)Nc2ccc(Cl)c(Cl)c2)Nc2cccc(Cl)c2)n1	-1	11	9	8	0.6	3	-1.3	2	5
c1ccc(-c2nc(-c3ccncc3)n[nH]2)nc1	5	-1	-2	2	-0.8	2	-1.4	2	-4
COc1ccc(CC(=O)NC2CCSc3ccccc32)cc1OC (stereo unspecified)	8	-10	-15	-1	-2.1	1	-2.2	1	-20
COc1ccc(NC(=S)NC2CCCCC2)cn1	-5	2	-26	0	-0.9	-3	-0.9	8	5
O=C(Nc1ccc(CN2CCS(=O)(=O)CC2)cc1)c1ccccc1	-6	-1	5	-2	-0.8	2	-0.9	1	-7
CCOC(=O)C1CCN(c2ncnc3c2oc2ccc(Cl)cc23)CC1	15	-8	6	12	-0.1	-5	-3.9	-5	-5
Cc1ccc(S(=O)(=O)N2CCN(C(=O)c3ccc4c(c3)OCO4)CC2)cc1	-7	2	-6	3	-1.3	-2	2.3	3	-24
Oc1ccc(/C(Cc2ccccn2)=N\Nc2ccccc2)c(O)c1	-39	-6	15	-6	-1.6	22	-1.0	1	-3
CCOC(=O)C1=C(CNCCc2ccc(Cl)cc2)NC(=O)NC1c1ccc2c(c1)OCO2 (stereo unspecified)	-6	-20	5	-4	-2.9	1	-0.4	4	-28
COC(=O)c1cc(NC(=S)N2CCN(c3ccccn3)CC2)cc(C(=O)OC)c1	32	5	-3	1	-1.4	-8	-1.4	-4	-6
Cc1ccc(S(=O)(=O)N2CCC(C(=O)Nc3ccc4c(c3)OCO4)CC2)cc1	-22	1	-12	6	-4.3	4	-1.1	-6	-7
CC1(C)Cc2c(C#N)c(OCC(=O)c3ccc(Cl)cc3)nc(-c3ccco3)c2CO1	12	-2	-11	-2	-0.8	-10	0.1	0	-1
O=C(Nc1ccsc1C(=O)O)c1cccc(Oc2ccccc2)c1	22	-14	-4	10	-5.0	-2	-5.2	-18	-11
CONC(=O)c1cc(OCC(F)(F)F)ccc1OCC(F)(F)F	20	0	4	4	-4.4	12	-1.2	2	3
Cc1cc(C)nc(Nc2cccc3ccccc23)n1	-2	7	4	-1	3.6	-3	1.6	2	-3
CCOc1ccccc1C(=O)NC1CCNCC1	15	-5	-7	-4	1.2	-14	-2.7	3	1
O=c1ccc2ccc(OCc3nnc(-c4ccccc4Br)o3)cc2o1	21	4	-1	2	-3.9	3	-1.9	0	-4
Cc1ccc(S(=O)(=O)/N=C(/c2ccc(F)cc2)N(C)C)cc1	13	-9	-1	-4	1.3	-15	1.6	2	-9
Cc1cc(C)n(-c2nc(-n3nc(C)cc3C)c3c4c(sc3n2)COC(C)(C)C4)n1	22	0	-14	0	0.0	-17	-2.3	x	-25
COc1ccccc1-n1c(SCC(=O)OC(C)C)nc2cccnc21	20	4	-10	6	16*	-10	38*	0	-12

The list continues:
SMILES	SUMO HTRF inh	HCV NS3 hel inh	pCIP destab	IDE inh	VIM-2 inhibitor	PfM18AAP inh	IMP-1 inh	IDE act	FID counter
CC(C)CNC(=O)NC(=O)COC(=O)c1cccc(NS(=O)(=O)c2ccc(F)c(F)c2)c1	1	-6	8	1	-2.3	2	-4.4	1	-19
COc1ccc(CNC(=O)CN2C(=O)COc3ccc(S(=O)(=O)N4CCC(C)CC4)cc32)cc1	x	-7	-6	1	-6.7	2	-1.4	3	-31
CN(C(=O)COC(=O)c1cc([N+](=O)[O-])ccc1Sc1ccccc1)C1CCS(=O)(=O)C1 (stereo unspecified)	20	-1	-6	-3	1.5	13	-3.4	1	-21
Cc1ccc(NC(=O)CSc2nnc(-c3ccccn3)n2N)cc1F	22	6	-4	0	-2.8	-10	-1.9	x	-5
CCOC(=O)c1sc(NC(=O)C(CC)Sc2nnc3c4ccccc4n(CC)c3n2)nc1C (stereo unspecified)	12	11	0	0	1.0	13	-1.0	10	-1
CCOC(=O)NC(=O)/C(C#N)=C(/C)N(C)C	-1	-2	-6	5	-1.8	-4	-0.9	3	1
Cc1cc(/C=N\NC(=O)COc2cccc3cccnc23)c(C)n1-c1ccc(Br)cc1	17	-6	-10	7	-5.1	6	-4.0	2	-15
CCCCn1c(N)c(N(CCOC)C(=O)c2ccc(-c3ccc([N+](=O)[O-])cc3)o2)c(=O)[nH]c1=O	5	0	6	-1	0.7	7	-2.0	-2	-13
COc1ccc(CNC(=O)Cn2ncn3cccc3c2=O)cc1	-1	2	-49	2	-3.7	2	-1.9	x	1
Cc1c2c(nc3ccccc13)CCC(C(C)(C)C)C2 (stereo unspecified)	1	-6	20	-1	-5.3	-2	-2.1	6	2
Cn1nc(C(C)(C)C)cc1C(=O)NNC(=O)c1ccc(C(F)(F)F)cc1	3	4	4	0	-3.7	5	-2.1	3	-10
O=C(O)c1ccc(N/N=C/c2ccc(-c3ccc(Br)cc3)o2)cc1	21	-2	-7	7	-2.7	7	-2.7	-6	-7
Cc1c(C(=O)N2CCCCC2C)sc2ncnc(N3CCc4ccccc4C3)c12 (stereo unspecified)	22	5	0	1	-6.3	1	-1.9	7	-43
O=c1cc(-c2cccc(Br)c2)nc(-c2ccccc2F)o1	12	-13	-10	-1	-2.2	0	-0.3	2	-9
CC(=O)c1ccc(OCCCC(=O)Nc2ccc(C)c(S(=O)(=O)N(C)C)c2)cc1	1	0	-8	3	-1.9	3	-2.8	-2	-20
CC(C)Cn1c(N)c(C(=O)COC(=O)c2cccnc2Cl)c(=O)n(C)c1=O	-1	7	-5	7	0.5	-7	-0.2	-3	-13
C=C(C)Cn1c(=S)[nH]c2ccccc2c1=O	-13	11	0	-5	-2.3	-20	-5.8	1	-15
CSc1cccc(NC(=S)N(CCC(C)C)C(C)c2ccncc2)c1 (stereo unspecified)	0	4	-6	1	-1.2	22	-1.6	8	-3
O=C(CNS(=O)(=O)c1ccccc1)N/N=C/c1ccccc1[N+](=O)[O-]	10	8	-4	-2	-0.7	-6	-4.1	1	-16
Cc1occc1C(=O)Nc1cc(C(C)(C)C)on1	-10	2	-1	-2	-3.2	-1	-3.4	4	0
Cc1cccc2cc(C(c3nnnn3Cc3ccccc3)N3CCCc4ccccc43)c(=O)[nH]c12 (stereo unspecified)	18	1	-2	2	-3.5	19	-0.8	-7	-1
O=C1CN(C(=O)CNC(=O)c2ccc(Cl)cc2Cl)CCN1	9	-7	-2	-4	-0.6	3	-1.4	-2	-2
O=C(Nc1ncccc1O)c1ccc(OCC2CCCO2)cc1 (stereo unspecified)	1	-2	-9	5	-2.8	13	-4.6	-5	-8
O=C(CCS(=O)(=O)c1cccc2nsnc12)NC1CCCCC1	0	11	-11	-2	-0.1	6	-3.3	-2	-1
Nc1nc2nccc(-c3ccccn3)n2n1	24	2	8	3	-0.1	-7	-2.4	3	-1

Following part
SMILES	SUMO HTRF inh	HCV NS3 hel inh	pCIP destab	IDE inh	VIM-2 inhibitor	PfM18AAP inh	IMP-1 inh	IDE act	FID counter
CCOC(=O)n1c(=O)oc2ccccc21	10	4	-8	-15	-4.8	3	-4.5	0	-3
COc1nc(-c2ccccc2)cc(C(F)(F)F)n1	6	-1	-1	4	-3.3	1	-2.5	4	2
CCCOc1ccc(-c2nnn(CC(=O)OCC)n2)cc1	0	-1	-16	-3	0.1	-4	0.3	2	-14
Cc1noc(/C=C/c2cccs2)c1S(=O)(=O)N1CCC(C(=O)NCCCN2CCCC(C)C2)CC1 (stereo unspecified)	10	-69	2	-1	-1.1	1	-1.8	6	13
Cc1c(C(=O)NCCCN2CCOCC2)oc2ccc(S(=O)(=O)N3CCOCC3)cc12	4	7	-2	0	-2.5	-11	-1.8	7	5
O=C(Nc1ccc(CN2CCOCC2)cc1)c1ccc(Br)o1	-2	11	4	5	0.2	1	-0.6	5	-3
O=C(Nc1ccc(S(=O)(=O)N2CCc3ccccc32)cc1)c1ccc2c(c1)OCO2	-21	2	0	0	-0.3	-2	-2.0	9	-3
COc1ccc(-n2c(C)cc(C(=O)NC3CCCCC3)c2C)cc1	6	1	-8	-3	3.6	-8	0.7	0	-23
CCCCC(C(=O)NC(C)c1ccccc1)C(=O)NC(C)c1ccccc1 (stereo unspecified)	-9	2	3	0	-2.0	1	-2.0	6	-33
c1ccc2nc(-c3ccc4c(c3)OCO4)ccc2c1	17	9	6	3	-0.7	-4	-0.2	1	-6
CCOC(=O)NC(=O)COC(=O)CNC(=O)c1cccc(OC)c1	6	-1	11	2	-1.7	-8	-3.7	2	2
CCOC(=O)c1[nH]c(C)c(C(=O)NC2CCCC2)c1C	16	3	-5	5	-4.7	5	-3.2	-1	-7
CCCC(=O)Nc1ccc(S(=O)(=O)Nc2cc(C)nc(C)n2)cc1	-2	-4	-3	4	1.6	5	1.4	3	0
Cc1c(Cl)cccc1-n1c(SCC(=O)N2CCC(C(=O)O)CC2)nnc1-c1ccncc1	7	-1	-6	-2	-2.6	2	-4.0	-13	-59
Cn1c(-c2ccc3c(c2)OCO3)cnc1NCc1ccc(Cl)cc1	18	-8	-11	-4	-2.6	18	0.5	5	16
O=C(Cn1cc2c(n1)CCCCC2)Nc1ccc(F)cc1F	-13	3	-7	x	-0.9	2	-4.6	x	-3
Cn1nc(C(F)(F)F)c(-c2cccc(C(F)(F)F)c2)c1NC(=O)CSCC(=O)O	0	1	-1	0	-2.2	4	-2.8	6	-17
CC(=C\c1ccco1)/C=C1/SC(=S)N(CC(=O)O)C1=O	32	45*	-14	6	-0.8	21	-2.3	-2	-24
CC(=O)NCCNC(=O)c1ccc(CSc2ccc(Cl)cc2)cc1	17	-1	3	7	0.4	-2	-1.9	-1	-4
CSCCC(=O)N1CCCC(CNC(=O)c2ccccc2Cl)C1 (stereo unspecified)	15	7	-10	0	0.8	-1	-1.5	4	-3
O=C1c2ccccc2C(=O)N1CCc1csc(-c2ccccc2)n1	3	-10	-5	10	-2.7	-8	-2.9	3	-9

2 compounds drawn at random from those above, as already listed:
SMILES	SUMO HTRF inh	HCV NS3 hel inh	pCIP destab	IDE inh	VIM-2 inhibitor	PfM18AAP inh	IMP-1 inh	IDE act	FID counter
Cn1c(-c2ccc3c(c2)OCO3)cnc1NCc1ccc(Cl)cc1	18	-8	-11	-4	-2.6	18	0.5	5	16
c1ccc2nc(-c3ccc4c(c3)OCO4)ccc2c1	17	9	6	3	-0.7	-4	-0.2	1	-6
